KCNH2 WT inh: KCNH2 (human, wildtype) channel inhibition; Q12809; U2OS, BacMam KCNH2, thallium flux FluxOr; hits give low values; activity change, % at 1.84 µM; actives 0.37% (n = 340,000);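 active = maximum activity change below -70%; inconclusive = maximum activity change between -70% and -50%; inactive = maximum activity change above -50%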
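U2OS cells were transduced with wild-type KCNH2 virus (2.03 x 10^8 / mL) for 4 h at room temperature, then cultured overnight at 37 C. Thallium flux was read with FluxOr dye. Rate constants were normalized to DMSO controls.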
uPA generation: cell surface uPA generation inhibition | cell surface uPA generation assay, qHTS | Potency, µM (titrated, usually from 38.3 µM), inactives show top-dose activity change, negative = inhibition, usual class: inhibitors | actives 0.31% (n = 330,000) | AID 540303; active = well fitted inhibition curve with a large enough effect; inconclusive = small, poorly fitted or top-dose-only effect; inactive = no such curve, though single readings can be large or run the other way; tested in mouse RAW 264.7 cells; note: potency is the fitted concentration of half-maximal effect; nearly all actives have a fitted effect of over 55% in size
USP2a block: USP2a (human) protease inhibition; USP2 core, Ub-CHOP2 coupled fluorogenic reporter, 485/531; Potency, µM (top dose mostly 38.3 µM), for the others: top-dose activity change, negative = inhibition, actives largely listed as inhibitors; actives 0.01% (n = 330,000); O75604;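 note: potency is the fitted concentration of half-maximal effect; plate controls were DMSO wells for no effect and full inhibition by NEM control for full effect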
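USP2 core (10nM final) preincubated 30min RT with compound in 20mM Tris-HCl pH 8.0, 2mM CaCl2, 2mM beta-mercaptoethanol, 0.05% CHAPS; 25nM Ub-CHOP2 plus 25nM reporter substrate added, fluorescence (Ex485/Em531) read after 60min.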
B2AR arrestin: recruits beta-arrestin to the human beta2-adrenergic receptor. actives 0.02% (n = 330,000). P07550. beta-arrestin recruitment to beta2AR, cell-based reporter. Potency, µM (top dose mostly 46.1 µM), for inactives: at the highest dose activation, actives largely listed as activators. AID 492947;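 note: potency is the fitted concentration of half-maximal effect; 0% = DMSO controls and full agonism = EC100 isoproterenol or metaproterenol; nearly all actives have a fitted effect of over 65% in size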
Target sequence (P07550 whole entry, looked up): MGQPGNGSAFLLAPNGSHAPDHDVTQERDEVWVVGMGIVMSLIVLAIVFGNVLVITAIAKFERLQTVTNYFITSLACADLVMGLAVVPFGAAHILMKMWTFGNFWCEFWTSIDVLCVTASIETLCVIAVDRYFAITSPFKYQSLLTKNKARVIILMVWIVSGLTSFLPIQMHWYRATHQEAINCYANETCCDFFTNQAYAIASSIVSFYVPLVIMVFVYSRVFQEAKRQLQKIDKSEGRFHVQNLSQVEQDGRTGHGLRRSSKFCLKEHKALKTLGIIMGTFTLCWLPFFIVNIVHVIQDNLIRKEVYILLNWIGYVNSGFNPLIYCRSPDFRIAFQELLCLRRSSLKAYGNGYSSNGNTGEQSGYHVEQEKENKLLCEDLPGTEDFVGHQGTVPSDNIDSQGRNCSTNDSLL
FBPA coupling cs: inhibits coupling enzyme system, counter-screen for aldolase hits; activity change, negative = inhibition, % at 58.2 µM, hits read low; actives 0.67% (n = 290,000); coupling enzyme system counterscreen, AmpLite Red fluorescence; AID 2472; in the data active = activity change below about -30%
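Compounds tested against the coupling enzymes alone at 57.5 uM final; readout was AmpLite Red fluorescence (525/598 nm) after 20 min at RT.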
GALK inh: blocks human galactokinase activity; P51570; Purified GALK, Kinase-Glo residual ATP luminescence; Potency, µM (titrated, usually from 57.5 µM), without a hit: at the highest dose activity change, negative = inhibition, usual class: inhibitors; actives 0.007% (n = 270,000); note: potency is the fitted concentration of half-maximal effect
Target sequence (P51570 whole entry, looked up): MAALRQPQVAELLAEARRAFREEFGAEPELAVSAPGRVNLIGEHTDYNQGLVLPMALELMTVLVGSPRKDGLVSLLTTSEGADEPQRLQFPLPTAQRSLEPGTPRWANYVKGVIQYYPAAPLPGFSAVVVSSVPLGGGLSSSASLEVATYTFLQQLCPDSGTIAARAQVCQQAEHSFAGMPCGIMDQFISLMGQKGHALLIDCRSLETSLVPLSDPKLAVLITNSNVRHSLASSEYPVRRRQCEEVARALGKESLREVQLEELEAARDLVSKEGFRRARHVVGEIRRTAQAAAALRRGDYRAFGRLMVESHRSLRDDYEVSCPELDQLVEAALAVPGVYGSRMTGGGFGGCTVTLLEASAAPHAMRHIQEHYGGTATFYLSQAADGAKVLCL
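The enzyme phosphorylates galactose (100 uM) using ATP (35 uM); inhibition is detected as higher residual ATP, quantified by bioluminescence after 1 h reaction at room temperature, pH 8.0.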
PKM2 activator: activators of human pyruvate kinase M2 | AID 1631 | actives 0.34% (n = 260,000) | Potency, µM (highest dose often 57.5 µM), for the others: top-dose activation, actives largely listed as activators | purified PKM2, Kinase-Glo ATP luminescence, activation; response scale: 0% is enzyme alone, no compound; note: potency is the fitted concentration of half-maximal effect; nearly all actives have a fitted effect of over 55% in size
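ATP formation by purified human PK-M2, quantified via coupled luciferase luminescence after 1 h at room temperature with 0.1 mM ADP and 0.5 mM PEP final.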
BCR signal inh: chronic active BCR signaling inhibition | ABC-DLBCL IkBa-CBG/CBR reporter, luminescence ratio, 4 h | Potency, µM (doses to about 46.1 µM), inactives show at the highest dose ratio change, negative = lower green/red ratio, most hits filed as inhibitors | actives 0.05% (n = 340,000) | AID 493014; active = well fitted inhibition curve with a large enough effect in the signal ratio, with a control signal flat, not every such curve was filed as active; inconclusive = small, poorly fitted or top-dose-only effect, or effect the other way, or a change in a side signal; the % refers to the signal ratio;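 note: potency is the fitted concentration of half-maximal effect; plate controls were basal doxycycline-induced cells for no effect and cells given 10 µM MG132 for full effect; MG132 reads +100%, hits lower the ratio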
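Compounds up to 46 uM were incubated four hours with TMD8 cells whose green CBG68 luciferase is fused to IkappaBalpha; red CBR luminescence normalised the signal, and concentration-effect curves were fitted to fusion, red and ratio data.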
Eya2 phos inh: inhibitors of human Eya2 phosphatase activity; Potency, µM (titrated, usually from 76.9 µM), for inactives: at the top dose activity, negative = inhibition, hits mostly inhibitors; AID 488837; O00167; recombinant Eya2, OMFP fluorescence dephosphorylation (OMFP is methylfluorescein phosphate); actives 0.006% (n = 330,000); note: potency is the fitted concentration of half-maximal effect
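Eya2 protein (added as 0.2 uM solution) was preincubated with compound for 10 min at ambient temperature in 50 mM HEPES pH 7.5, 50 mM NaCl, 5 uM MgCl2, 0.05% BSA, 1 mM DTT. OMFP (added at 50 uM) then reacted 10 min; fluorescence read at 485/525 nm.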
KCNH2 3.1 inh: KCNH2 3.1 (human) potassium channel inhibition; AID 720553; U2OS KCNH2 3.1, thallium flux FluxOr; hits give low values; activity change, % (tested at about 1.8 µM); actives 0.95% (n = 340,000);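 active = maximum activity change below -70%; inconclusive = maximum activity change from -70% to -50%; inactive = maximum activity change above -50%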;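 note: thallium influx rate constant from kinetic fluorescence after stimulation buffer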
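Measured as rate of thallium-driven FluxOr signal in transduced U2OS cells carrying the 3.1 channel, read kinetically for 2 min upon stimulation; values are rate constants scaled to DMSO control wells.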
Giardia killer: Giardia lamblia killing; activity change, % at 7.66 µM, hits read low; actives 0.15% (n = 340,000); Giardia lamblia trophozoite viability; in the data active = activity change below about -80%; inconclusive = between about -30% and that limit;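 note: parasites exposed to compound for two days anaerobically before the ATP read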
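Anaerobic 48 hrs incubation at 37 deg C of 100 trophozoites/well with test compounds; ATPLite 1-Step luminescence, 15-30 min RT, reports cellular ATP as viability.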
* marks the source's active call; other numbers are inactive results; i = inactive; ? = inconclusive; . = no result given; & = joins results of further samples; [ ] = another dose, or the depositor's remark. Unless noted, calls come from the whole dose curve; as a rule, active = well fitted curve in the direction sought with a large enough effect; inconclusive = small, poorly fitted or top-dose-only effect, or another doubt; inactive = no such curve, though single readings can be large; an effect the other way counts as inactive or inconclusive. Unless noted, % is set by controls: 0 for no effect and ±100 for the full control effect.

SMILES	KCNH2 WT inh	uPA generation	USP2a block	B2AR arrestin	FBPA coupling cs	GALK inh	PKM2 activator	BCR signal inh	Eya2 phos inh	KCNH2 3.1 inh	Giardia killer
O=C(CN1C(=O)NC2(CCCCCCC2)C1=O)NCc1ccc(Cl)cc1	1	2%	4%	-0.5%	.	.	.	1%	-10%	-5	9
CCC(C)N(CCNC(=O)CC1Oc2ccc(C)cc2NC1=O)C1CCCCC1 (configuration not stated)	25	-5%	3%	0.2%	0	-2%	-2%	10%	-8%	-12	-16
O=C(NCCCn1ccnc1)c1cc(-c2ccccc2)on1	.	5.6µM*	-1%	0.1%	2	9%	-1%	6%	2%	-3	4
CCc1ccc(NC(=O)c2cc(-c3ccc(F)cc3)on2)cc1	-3	-1%	1%	0.2%	1	0%	-6%	?	6%	-1	-15
COC(=O)c1ccc(NS(=O)(=O)c2ccccc2)o1	2	2%	2%	-0.1%	-10	-2%	6%	-8%	-5%	3	-17
C/C(=N\NC(=O)CNC(=O)c1ccc2c(c1)OCO2)c1ccco1	.	12%	3%	-0.9%	-4	0%	-1%	-4%	2%	-18	-6
COc1ccccc1-n1c(O)c(C=NCc2ccccn2)c2ccccc2c1=O	-2	-5%	0%	-0.3%	-4	0%	-4%	-8%	2%	17	8
CC(=O)Nc1ccc(S(=O)(=O)NCC2CCC(C(=O)N3CCCCC3)CC2)cc1 (configuration not stated)	14	-3%	1%	0.0%	3	0%	.	2%	-24%	-14	0
CN(C(=O)CCN1CCCO1)C1CCCN(Cc2ccccc2F)C1 (configuration not stated)	11	3%	0%	0.3%	3	2%	.	-1%	1%	7	-4
CCCc1cc(=O)[nH]c(SCC(=O)Nc2ccc3c(c2)CCC3)n1	-2	-3%	0%	-0.5%	6	0%	-2%	?	1%	6	6
COc1ccc(NC(=O)C(=O)NCC(c2ccco2)N2CCc3ccccc3C2)cc1OC (configuration not stated)	-7	6%	1%	0.0%	.	.	.	7%	5%	-14	5
Cc1cc2ncc(-c3cccs3)nc2cc1C	-2	?	0%	0.1%	-1	.	.	?	-7%	-2	?
CSCCn1c(C(C)(C)C)cc(C(=O)O)c1C	5	0%	10%	-0.6%	6	1%	1%	3%	0%	-10	-5
CCOC(=O)c1cnc2c(c(C)nn2CC)c1NC1CC1	6	-12%	0%	-0.6%	1	2%	6%	-5%	-7%	-3	-4
CCCn1cc(CN2CCN(Cc3ccc(C)o3)C(CCO)C2)c(C)n1 (configuration not stated)	-1	-4%	0%	1.1%	0	0%	0%	?	-1%	0	7
Cn1c2ccccc2c2nnc(SCCN3CCOCC3)nc21	11	7%	0%	0.0%	0	0%	.	7%	?	-8	-4
COc1ccc(C(=O)NCCc2nnc3ccc(SCC(=O)Nc4ccccc4F)nn23)cc1	0	-2%	-1%	-0.2%	.	1%	2%	-1%	9%	-9	21
Cc1ccc(Nc2nnc(C(C)(C)C)c(=O)n2N)cc1	-14	-3%	4%	0.4%	-1	1%	-14%	1%	4%	4	5
O=C(O)CCCN1C(=O)c2ccc(Oc3cccc([N+](=O)[O-])c3)cc2C1=O	i	4%	0%	-0.1%	8	-1%	-9%	2%	?	7	-13
O=C(CN1C(=O)c2ccccc2S1(=O)=O)Nc1ncc(Cl)cc1Cl	-5	-7%	17%	-0.2%	.	.	.	12%	0%	-11	-28
CNc1nc(SCc2ccc(C)cc2)nc2c1CCCC2	2	-6%	-8%	-0.1%	-8	-2%	1%	?	-15%	-15	-1
CCC(C)[C@H](NC(=O)[C@@H]1CSC2c3ccccc3C(=O)N21)C(=O)NCc1ccncc1 (some centres not stated)	3	0%	2%	0.2%	.	-4%	.	1%	1%	0	9
COC(=O)c1ccc(Oc2nc(C)cc(Oc3ccccc3)n2)cc1	-5	4%	2%	-0.1%	1	2%	0%	?	-10%	11	2
CCOC(=O)c1cnc2c(C(=O)OC)cccc2c1NCCN1CCOCC1	-1	.	-1%	-0.4%	-2	0%	-1%	-4%	2%	-16	3
CCn1c(=S)[nH]c2cc(S(=O)(=O)N3CCCCC3)ccc21	16	-15%	0%	-0.2%	-1	-2%	11%	?	-1%	-3	43[activator]
CN(CC1CCCO1)S(=O)(=O)c1ccc(C(=O)Nc2ccc3c(c2)OCO3)cc1 (configuration not stated)	i	0%	0%	0.4%	2	-2%	-13%	8%	-3%	-9	19
CCOC(=O)/C(=C\c1ccc(C)cc1)NC(=O)c1ccccc1	i	0%	0%	-0.8%	2	-1%	3%	-2%	3%	-1	22
Cc1ccc2ncnc(Oc3ncccc3NC(=O)C(C)(C)C)c2c1	-2	-3%	2%	-0.4%	-2	0%	-10%	4%	13%	8	19
COc1ccc(OC)c(NC(=O)Cc2nn(C)c(=O)c3ccccc23)c1	-3	-7%	4%	-0.2%	0	0%	-3%	?	3%	16	4
Cc1cc(C(=O)Nc2cccc3cccnc23)ccc1[N+](=O)[O-]	-5	-2%	1%	0.0%	2	0%	-15%	-5%	-18%	1	3
CCOC(=O)c1[nH]c(C)c(C(=O)NCc2ccc(C)cc2)c1C	3	-9%	-1%	-0.4%	-1	1%	-9%	-7%	0%	-11	2
COc1cc(CN2CCC(C(=O)NCC(C)(C)CN(C)C)CC2)ccc1OCc1ccccc1	4	26%	-5%	-0.8%	1	-5%	1%	-9%	-1%	-21	-6
Cc1nc(Nc2ccccc2O)c2oc3ccccc3c2n1	6	4%	7%	0.4%	4	-3%	.	-1%	14%	-2	-2
NS(=O)(=O)c1ccc(NC2=CC(c3ccc([N+](=O)[O-])cc3)N(c3ccc(S(N)(=O)=O)cc3)C2=O)cc1 (configuration not stated)	-7	0%	0%	0.4%	-1	-7%	3%	?	?	-5	1
CCC1(c2ccccc2)NC(=O)N(CC(=O)N(C)CC(=O)Nc2ccc(F)c(F)c2F)C1=O (configuration not stated)	1	-3%	0%	0.0%	.	.	.	8%	6%	-23	-8
CC(C)(C=O)Cc1cc(C(C)(C)C)c(O)c(C(C)(C)C)c1	-7	29%	1%	-0.1%	2	.	.	?	-22%&-1%	0	5
S=C(Nc1ccc(Br)cc1)N1CCCC1	-5	3%	2%	-0.2%	0	1%	-2%	-4%	0%	-8	-11
O=c1[nH]cc([N+](=O)[O-])cc1Br	17	0%	2%	-0.9%	1	1%	-2%	-2%	4%	14	-12
CCC(C)(C)n1nnnc1C(c1cc2cc(C)cc(C)c2[nH]c1=O)N1CCN(Cc2ccc3c(c2)OCO3)CC1 (configuration not stated)	1	-1%	2%	-0.6%	-1	1%	20%	?	6%	-1	30
CC1(C)CC(=O)C(C(=O)/C=C/NCCc2ccccc2)C(=O)C1	2	-1%	3%	-0.5%	-1	-2%	-3%	0%	6%	9	-28

Arranged by formula weight (low to high): part of the list above.
SMILES	KCNH2 WT inh	uPA generation	USP2a block	B2AR arrestin	FBPA coupling cs	GALK inh	PKM2 activator	BCR signal inh	Eya2 phos inh	KCNH2 3.1 inh	Giardia killer
CNc1nc(SCc2ccc(C)cc2)nc2c1CCCC2	2	-6%	-8%	-0.1%	-8	-2%	1%	?	-15%	-15	-1
CC1(C)CC(=O)C(C(=O)/C=C/NCCc2ccccc2)C(=O)C1	2	-1%	3%	-0.5%	-1	-2%	-3%	0%	6%	9	-28
CCn1c(=S)[nH]c2cc(S(=O)(=O)N3CCCCC3)ccc21	16	-15%	0%	-0.2%	-1	-2%	11%	?	-1%	-3	43[activator]
COc1ccc(OC)c(NC(=O)Cc2nn(C)c(=O)c3ccccc23)c1	-3	-7%	4%	-0.2%	0	0%	-3%	?	3%	16	4
CCOC(=O)c1cnc2c(C(=O)OC)cccc2c1NCCN1CCOCC1	-1	.	-1%	-0.4%	-2	0%	-1%	-4%	2%	-16	3
CN(CC1CCCO1)S(=O)(=O)c1ccc(C(=O)Nc2ccc3c(c2)OCO3)cc1 (configuration not stated)	i	0%	0%	0.4%	2	-2%	-13%	8%	-3%	-9	19
COc1cc(CN2CCC(C(=O)NCC(C)(C)CN(C)C)CC2)ccc1OCc1ccccc1	4	26%	-5%	-0.8%	1	-5%	1%	-9%	-1%	-21	-6
CCC(C)(C)n1nnnc1C(c1cc2cc(C)cc(C)c2[nH]c1=O)N1CCN(Cc2ccc3c(c2)OCO3)CC1 (configuration not stated)	1	-1%	2%	-0.6%	-1	1%	20%	?	6%	-1	30

Assay outcomes as filed in PubChem BioAssay.
